CaV13 ICDI inh = Primary screen for inhibitors of IQ motif and Ca2+-dependent inactivation inhibitor domain binding in CACNA1D, Förster resonance energy transfer in living cells, …. HEK cells, CFP/YFP FRET ICDI-IQ, plate reader, 10 min; percent FRET-ratio fall versus neutral wells. inhibition, % at 12.3 µM. 0.098% of 340,000 active;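 active means mean replicate inhibition of at least 30% and at least 1% of replicates passing that level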;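 further: 0% = median of the neutral control wells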
Cardio protect = cardioprotection against H2O2-induced cell death, primary screen, uHTS, H9c2 cells, ATPLite luminescence | protection from H2O2 cell death, % at 20 µM | AID 588492, 2011 | H9c2 cardiomyocytes, H2O2 injury protection, 2 h | 0.63% of 360,000 active;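 active means compounds giving at least 50% protection of heart cells from peroxide-induced death in the single-dose screen, raw or plate-pattern-corrected value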;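 further: 0% = DMSO wells with peroxide and 100% = DMSO wells without peroxide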
PDI inh = inhibitors of human PDI, primary screen, biochemical, turbidity, single point, plate reader; inhibition, % at 10 µM; 0.052% of 350,000 active; PDI insulin aggregation turbidity, A650, 90 min; Protein disulfide-isomerase (Homo sapiens), P07237; AID 588391, 2011;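 active means mean inhibition across replicates of 30% or more, whatever share of single replicates reach that level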;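 further: absorbance from insulin aggregation driven by PDI reduction with DTT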
Target sequence (P07237 whole entry, looked up): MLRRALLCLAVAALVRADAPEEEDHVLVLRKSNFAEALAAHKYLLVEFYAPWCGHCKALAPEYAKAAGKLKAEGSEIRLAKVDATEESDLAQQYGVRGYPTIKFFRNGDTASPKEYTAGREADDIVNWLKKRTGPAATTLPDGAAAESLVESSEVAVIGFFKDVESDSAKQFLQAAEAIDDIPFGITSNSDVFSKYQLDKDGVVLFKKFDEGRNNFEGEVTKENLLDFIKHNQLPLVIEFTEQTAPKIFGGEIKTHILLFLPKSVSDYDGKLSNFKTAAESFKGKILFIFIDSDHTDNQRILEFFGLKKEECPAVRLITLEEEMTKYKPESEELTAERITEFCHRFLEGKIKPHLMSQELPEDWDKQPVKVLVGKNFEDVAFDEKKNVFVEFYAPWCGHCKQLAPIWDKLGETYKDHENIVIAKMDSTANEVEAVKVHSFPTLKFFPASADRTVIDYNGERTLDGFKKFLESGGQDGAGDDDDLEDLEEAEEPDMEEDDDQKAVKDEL
NR2E3 ag-1 = NR2E3 agonists in two-hybrid cells, primary screen, cell-based, luminescence, CHO-S, Gal4-NCOR/VP16-NR2E3; inhibition of corepressor binding, % at 3.98 µM; AID 602229, 2012; luciferase; 0.35% of 360,000 active; Photoreceptor-specific nuclear receptor (Homo sapiens), Q9Y5X4;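 active means inhibition above the mean of all tested compounds plus 3 SD, cut at about 70% in these data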;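 further: 0% = DMSO with NR2E3 transfected cells and 100% = cells lacking NR2E3 construct; higher means lower luciferase signal from less NR2E3 corepressor binding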
HIF-2a inh = HIF-2a reporter inhibitors, primary screen, luminescence, 786-0 RCC cells. 786-0 RCC cells HIF-2a reporter, luciferase luminescence, overnight. inhibition, % at 18.8 µM. 0.72% of 360,000 active. AID 624352, 2012;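 active means inhibition of the luminescence signal of 40% or more relative to plate controls, in a single-dose primary screen at 18.75 µM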
iPSC survival up = enhancers of single-cell hiPSC survival, primary screen, ATPlite luminescence. 0.044% of 360,000 active. survival enhancement, % at 20 µM. 100% = ROCK inhibitor wells, 0% = DMSO; in the data active means survival enhancement above about 18%;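 further: cells exposed to compounds for 16 hours before the ATP read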
MITF TRPM1 inh = inhibitors of MITF-dependent TRPM1 promoter reporter, primary screen, cell-based, SK-MEL-5, single point, luciferase; inhibition, % at 12.5 µM; 0.83% of 330,000 active; SK-MEL-5 TRPM1 promoter luciferase, 24 h;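 active means mean inhibition across replicates of 60% or more, whatever share of single replicates reaches that level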; further: values of inactives mirror those of a sister screen read the other way
NR2E3 ag-2 = inhibitors of NR2E3-RetCOR corepressor binding, primary screen, NR2E3 agonist project, biochemical, TR-FRET, GST-NR2E3, biotin-RetCOR; AID 2300, 2010; Photoreceptor-specific nuclear receptor (Homo sapiens), Q9Y5X4; inhibition of corepressor binding, % at 4.78 µM; 0.12% of 320,000 active; 1536-well;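 active means percent inhibition above the cutoff of mean plus 3 SD of all tested compounds, set per screening campaign, cut at about 20% in these data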;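 further: 0% = DMSO wells and 100% = biotin wells as full block of FRET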
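Assay system: NR2E3–RetCOR corepressor complex. Quantity: 1.35 nM GST-NR2E3. Buffer or medium: pH 7.5 Tris-based buffer. Reagent: biotinylated RetCOR corepressor at 7 nM final. Schedule: 5 h at 4 °C. Detection: TR-FRET, emission read at 617 and 671 nm. Replicates: one well per compound, singlicate testing.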
Peg3 prom inh = Peg3 promoter-driven luciferase inhibitors, primary screen, cell-based, HeLa, luciferase luminescence; HeLa PEG-Prom luciferase reporter, overnight; inhibition, % at 20 µM; 1.7% of 360,000 active;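 active means inhibition of at least 50% at 20 µM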
HTR2A ag = mouse Htr2a agonists via beta-arrestin recruitment, primary screen, cell-based, luminescence | 5-hydroxytryptamine receptor 2A (Mus musculus), P35363 | CHO-K1 mHTR2A beta-arrestin complementation; percent of 30 µM serotonin response | activation, % at 7.6 µM | 0.66% of 360,000 active | AID 624169, 2012;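 active means activation above a run cutoff, the mean activation of all tested compounds plus 3 SD, cut at about 14% in these data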;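 further: 0% = plate median of compound wells and 100% = 30 µM serotonin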
Target sequence (P35363 whole entry, looked up): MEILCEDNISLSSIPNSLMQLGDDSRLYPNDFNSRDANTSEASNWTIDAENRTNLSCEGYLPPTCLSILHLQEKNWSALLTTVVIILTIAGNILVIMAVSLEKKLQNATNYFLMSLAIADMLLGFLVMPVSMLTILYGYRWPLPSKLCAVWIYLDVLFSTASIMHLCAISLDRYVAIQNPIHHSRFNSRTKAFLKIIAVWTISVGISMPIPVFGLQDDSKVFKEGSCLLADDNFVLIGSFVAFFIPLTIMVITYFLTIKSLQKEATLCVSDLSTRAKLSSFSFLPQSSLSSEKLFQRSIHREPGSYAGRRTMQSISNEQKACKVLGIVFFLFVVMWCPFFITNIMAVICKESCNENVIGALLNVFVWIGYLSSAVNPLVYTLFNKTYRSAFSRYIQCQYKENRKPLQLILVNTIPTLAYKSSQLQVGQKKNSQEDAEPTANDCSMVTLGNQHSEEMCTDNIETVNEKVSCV
Shn3 inh set2 = reduction of Shn3 3'UTR firefly luciferase signal, primary screen, Schnurri-3 inhibitor project, cell-based, Clone20 osteoblasts, set 2; 0.52% of 360,000 active; inhibition, % at 12.5 µM; Clone20 osteoblast Shn3 3'UTR firefly luciferase, 24 h; AID 588674, 2011;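 active means mean inhibition of at least 75% with every replicate also reaching 75%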;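 further: 0% = median of neutral control wells and 100% = pilot-screen positive control compound; some compounds past the cut are filed as inactive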
* marks the source's active call; other numbers are inactive results; nt = not tested or not shown; & = joins results of further samples.

no. | molecule | CaV13 ICDI inh | Cardio protect | PDI inh | NR2E3 ag-1 | HIF-2a inh | iPSC survival up | MITF TRPM1 inh | NR2E3 ag-2 | Peg3 prom inh | HTR2A ag | Shn3 inh set2
1 | CSCCC(NC(=O)c1ccccc1Cl)C(=O)NNC(=O)c1ccncc1 (stereo not drawn) | -6 | -5 | -1 | -1 | 6 | 0.0 | -4 | 4 | 0 | 4 | 3
2 | Cc1c(-c2ccc(OCCN3CCCCC3)cc2)c(=O)oc2ccc3ccccc3c12 | -3 | 16 | -9 | -7 | 6 | -1.5 | nt | nt | 6 | -5 | -5
3 | CC(C)CC(NS(=O)(=O)c1ccc2c(c1)oc(=O)n2C)C(=O)N1CC=C(c2ccccc2)CC1 (stereo not drawn) | -6 | 25 | 2 | -12 | 4 | -0.1 | -10 | 1 | 20 | 2 | 1
4 | O=C(c1ccc(Oc2ccccc2)cc1)C1CCCN(C(=O)c2cnccn2)C1 (stereo not drawn) | -4 | -5 | 2 | -19 | 15 | -0.1 | 4 | -4 | 14 | 0 | 14
5 | Fc1ccccc1CN1CCCN(C(=S)Nc2cccc(Cl)c2)C1 | -6 | 8 | 6 | -18 | -3 | 0.5 | 6 | 6 | -3 | -3 | 5
6 | CCOc1ccc(Cl)cc1S(=O)(=O)NCc1cccnc1 | -3 | -2 | -5 | -15 | 10 | 1.5 | -1 | 1 | 1 | -4 | 6
7 | CCOC(=O)c1sc(C)c2c1NC(C)(c1cccc3ccccc13)NC2=O (stereo not drawn) | -11 | -5 | 11 | -2 | 38 | 0.0 | -19 | 4 | 35 | 0 | 15
8 | COc1ccc(NC2=NC3(CCCCC3)N=C(N)N2)cc1 | -7 | 2 | 0 | 1 | 20 | -6.9 | 5 | 2 | 12 | -1 | -4
9 | CC(Sc1nc(C2CC2)n(-c2ccccc2)n1)C(=O)c1c(N)n(C)c(=O)n(C)c1=O (stereo not drawn) | -3 | 4 | -5 | -13 | 8 | 0.3 | -4 | -1 | 2 | -2 | 5
10 | COc1cccc(-c2noc(CCC(=O)N3CCN(c4cc(C)ccc4C)CC3)n2)c1 | -6 | -10 | 2 | -6 | -31 | -0.4 | 1 | nt | -9 | 3 | -2
11 | O=C(O)/C=C/C(=O)Nc1ccc(S(=O)(=O)Nc2nccs2)cc1 | -4 | -6 | 7 | -9 | 3 | -1.4 | -2 | 4 | -1 | -6 | 0
12 | Cn1c(=N)n(CC(=O)c2cccs2)c2ccccc21 | -11 | 3 | 2 | -77 | -211 | 0.2 | -7 | 3 | -233 | -8 | -108
13 | CC1(C)C(c2ccco2)=[N+]([O-])C2(CCCCC2=O)N1O (stereo not drawn) | -4 | 15 | -1 | -10 | -5 | 0.6 | 14 | -3 | 5 | -1 | -18
14 | CNC(=S)N/N=C(\C)c1ccc(N2CCOCC2)cc1 | -5 | -8 | -13 | -6 | -123 | -2.4 | -27 | nt | -155 | 5 | -5
15 | COc1cc(NC(=O)NNC(=O)c2cc3occc3n2C)cc(OC)c1OC | -7 | -4 | 2 | -12 | 13 | 2.0 | -7 | -3 | 2 | 2 | -11
16 | CCCN(CCC)CCCNC(=O)c1cc2c(=O)[nH]c3ccccc3c2s1 | -16 | 2 | 6 | 7 | 3 | -0.6 | -14 | 0 | -16 | -2 | 12
17 | Cn1c(SCC(=O)NC2CCCCC2)nnc1C(F)(F)F | -6 | 6 | -6 | -5 | -11 | 3.0 | nt | nt | -20 | 10 | -11
18 | Cc1ccc2c(c1)C(=O)c1c(C(=O)O)cccc1-2 | -4 | 6 | -2 | -47 | 2 | -1.7 | 8 | -2 | 4 | 3 | -13
19 | O=C1NC(=O)/C(=C/c2ccc(N3CCOCC3)o2)N1 | -21 | -1 | 5 | 10 | 12 | -0.1 | -6 | 5 | 10 | 1 | -17
20 | COc1ccc(OCCOC(=O)Nc2ccccc2)cc1 | -4 | -7 | -4 | 0 | -37 | -1.7 | -1 | -1 | -23 | 12 | 11
21 | CCCCN(C(=O)c1ccccc1OCc1ccc(F)cc1)c1c(N)n(CC(C)C)c(=O)[nH]c1=O | -3 | -3 | 3 | 9 | 11 | -0.1 | -11 | 1 | 0 | 9 | 5
22 | CCc1ccc(N(CC)C(=O)c2cn(C)c(=O)c3ccccc23)cc1 | -4 | 0 | 5 | -32 | 14 | 0.0 | 7 | 2 | -1 | 0 | -17
23 | CCN(CC)CCC(O)(c1ccccc1)C1CCCCC1 (stereo not drawn) | -2 | 2 | 5 | -2 | 18 | -0.5 | -8 | 0 | 9 | -2 | -3
24 | COc1ccccc1NC(=O)CN(c1ccccc1C)S(C)(=O)=O | -19 | -2 | 0 | 13 | 17 | -0.7 | 3 | -3 | 16 | -6 | 14
25 | Cc1cccc(NC(=O)c2oc3c(c2C)C(=O)CC(C)(C)C3)n1 | -3 | 0 | -3 | -34 | -113 | 0.2 | 2 | 2 | -47 | 7 | -10
26 | Cc1cc(C)c[n+](-c2nc3ccccc3nc2C(=C=[N-])C#N)c1 | 8&0 | 1&-11 | 1&0 | -18&-14 | -3&7 | -1.5&6.3 | 11&3 | -2&-6 | 4&3 | -3&0 | -1&7
27 | Cn1nc(C(=O)NNc2c(F)c(F)cc(F)c2F)c2ccccc2c1=O | -2 | 2 | -2 | -4 | 11 | 2.7 | 5 | 3 | -7 | 3 | 28
28 | Cc1ccn2c(c1)nc(=O)c1cc(S(=O)(=O)N3CCC(C)CC3)ccc12 | -15 | -1 | 8 | -1 | 15 | 0.9 | 2 | 3 | 7 | -2 | 3
29 | CCN(CC(=O)Nc1ccc2c(c1)OCCO2)C(=O)CCc1ccc(OC)cc1 | -6 | -5 | 10 | 4 | -3 | -0.4 | 2 | nt | 8 | -2 | -38
30 | Cc1cc(F)ccc1C(O)c1ncc(-c2cccc3ccccc23)[nH]1 (stereo not drawn) | -9 | -2 | -9 | -24 | 1 | 1.9 | nt | nt | 8 | -2 | 11
31 | COCCN=c1scc(-c2cc(OC)ccc2OC)n1/N=C/c1c[nH]c2ccccc12 | -11 | -11 | 9 | 12 | -19 | -0.9 | -1 | 0 | 12 | 0 | 2
32 | O=C(CSc1nc2ccccc2c(=O)n1CCC(=O)N1CCN(c2ccccc2)CC1)NCC1CCCO1 (stereo not drawn) | 4 | 20 | -1 | -8 | 7 | 0.0 | 2 | 1 | 16 | 1 | -8
33 | Cc1cnc(C=O)c2cccc([N+](=O)[O-])c12 | -7 | 57* | -2 | -18 | 15 | -1.1 | nt | nt | 19 | -2 | 3
34 | Cc1cccc(C)c1-n1nnnc1C1(C)CCC(=O)N1CCc1ccccc1F (stereo not drawn) | -10 | nt | nt | -4 | -5 | 1.1 | nt | nt | nt | -5 | nt
35 | COc1cc2c(cc1OC)C(C)N(Cc1ccc3c(c1)OCO3)CC2 (stereo not drawn) | nt | -2 | nt | -37 | 16 | 5.9 | 5 | 1 | 11 | -4 | -6
36 | CC(C)n1c(=S)[nH]c2cc(Cl)ccc21 | 10 | -7 | -3 | 11 | 9 | 1.9 | 7 | -5 | 17 | -5 | 6
37 | CC(C)C(C(=O)NCC1CCCO1)N(C(=O)CNS(=O)(=O)c1ccccc1)C1CCCCC1 (stereo not drawn) | -7 | 1 | -5 | -62 | 3 | 0.5 | nt | 2 | 3 | -4 | 13
38 | CCN(CC(=O)Nc1c(F)cccc1F)C(=O)c1cccc(S(=O)(=O)N(C)c2ccccc2)c1 | nt | -3 | -2 | -5 | 4 | -0.5 | 9 | 5 | 15 | -1 | 8
39 | N#CCSc1ccsc1C(=O)Nc1ccc(F)cc1 | -4 | -6 | 8 | -33 | -116 | 3.3 | -9 | 6 | -52 | 4 | 11
40 | O=C(N/N=C\c1ccncc1)c1ccccc1O | -12 | -3 | 15 | -11 | -60 | -2.1 | -5 | 0 | -60 | -4 | -12
41 | CC(=O)NNc1cc(C)nc(N)n1 | -5 | 2 | 5 | 16 | 23 | -0.5 | nt | 0 | 11 | 4 | -5
42 | CC(C)CCNC(=O)NC(=O)COC(=O)CCN=C1NS(=O)(=O)c2ccccc21 | -6 | -1 | 5 | -15 | 14 | 2.2 | -6 | -3 | -2 | -1 | -5
43 | Cc1cc(S(=O)(=O)N2CCCC(C)C2)ccc1-n1cnnn1 (stereo not drawn) | -7 | 1 | -2 | -16 | 6 | 0.4 | 13 | 1 | 14 | 3 | 13
44 | S=c1[nH]nc2ccc3ccccc3n12 | -5 | -3 | nt | -15 | 8 | -0.5 | nt | nt | 3 | 3 | 21
45 | COc1cccc(N(CC(=O)NCC2CCCO2)C(=O)CNS(=O)(=O)c2ccccc2)c1 (stereo not drawn) | -2 | 2 | -3 | -12 | 6 | 2.1 | -9 | 2 | 10 | 7 | -6
46 | CCc1ccc(NC(=O)CSc2nc(O)cc(=O)n2C2CCCC2)cc1 | -3 | 0 | -3 | -19 | 7 | 2.9 | -13 | 1 | -4 | 2 | 0
47 | COc1cccc(OCC(=O)N2CCCc3ccccc32)c1 | -4 | 2 | -4 | -27 | -84 | -0.1 | -18 | 1 | -64 | -5 | -13
48 | c1ccn2cc(-c3ccc4c(c3)OCO4)cc2c1 | -2 | -4 | 3 | 3 | -49 | -0.7 | -79 | -1 | -218 | -1 | -5
49 | COc1ccc(/C=N/NC(=O)c2cc(-c3ccc(C)cc3C)nc3ccccc23)cc1COC(C)=O | -2 | -9 | -2 | -2 | -20 | -0.9 | 3 | -3 | -15 | -5 | -11
50 | CNc1ccn(C2CCCO2)c(=O)n1 (stereo not drawn) | -32 | -3 | 7 | 4 | 4 | 0.5 | 10 | -4 | -1 | 0 | -27
51 | C=CCC[C@@H](Cc1ccc(F)cc1)C(=O)OCCNC(=O)[C@@H](CC=C)CC(=O)N[C@H](CO)Cc1ccccc1 | -9 | 0 | 9 | 7 | 12 | 2.5 | -3 | nt | 14 | -8 | -11
52 | O=C(CSc1cccc[n+]1[O-])NC1CCCCC1 | -6 | 0 | -11 | -9 | 3 | -0.5 | nt | nt | 10 | -5 | -33

Screening data (PubChem BioAssay)

Outcome played no part in choosing rows; 3.9% or so of the library scored in one or more.
